# PAD4 inh – blocks human protein arginine deiminase 4 | 330,000 compounds, 0.41% hits | inhibition, % at 6.36 µM | Q9UM07 | recombinant PAD4, RCA probe fluorescence polarization;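 active = percent inhibition above a cutoff equal to the mean of all tested compounds plus 3 SD, cut at about 15% in these data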;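 also: 0% = PAD4 with RCA probe and DMSO and 100% = probe without PAD4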
# GSTO1 inh – GSTO1 inhibition, counter-screen for RBBP9 inhibitors | AID 1974 | recombinant GSTO1, activity-based probe fluorescence polarization | P78417 | inhibition, % at 5.96 µM | 300,000 compounds, 1.1% hits;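 active = inhibition above the campaign mean inhibition plus 3 SD, cut at about 35% in these data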;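 also: 0% = GSTO1-1 with DMSO and 100% = wells lacking GSTO1-1 enzyme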
# LYPLA2 counter – counter-screen for PME1 inhibitors: inhibitors of human LYPLA2; recombinant LYPLA2, FP-Rh probe fluorescence polarization; inhibition, % at 5.9 µM; 320,000 compounds, 0.38% hits; AID 2177;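 active = inhibition above the screen-wide mean plus 3 SD, limit set per campaign, cut at about 26% in these data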;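 also: 0% = LYPLA2 with DMSO and 100% = wells lacking LYPLA2 enzyme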
# PAFAH1B3 FP inh – PAFAH1B3 (human) inhibition; AID 492972; 340,000 compounds, 0.28% hits; inhibition, % at 3.39 µM; Q15102; recombinant PAFAH1B3, FP-rhodamine probe, fluorescence polarization;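 active = inhibition above the screen-wide average of all tested compounds plus 3 SD, cut at about 25% in these data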;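 also: 0% = enzyme with DMSO only and 100% = wells lacking PAFAH1B3 protein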
# Target sequence (Q15102 whole entry, looked up): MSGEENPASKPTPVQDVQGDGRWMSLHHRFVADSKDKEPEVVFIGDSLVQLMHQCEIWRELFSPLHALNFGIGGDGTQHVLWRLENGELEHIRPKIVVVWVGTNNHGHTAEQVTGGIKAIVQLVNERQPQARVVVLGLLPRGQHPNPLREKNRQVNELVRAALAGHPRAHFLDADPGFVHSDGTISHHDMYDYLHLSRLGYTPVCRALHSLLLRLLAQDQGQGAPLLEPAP
# pPAFAH inh – inhibitors of human plasma PAF acetylhydrolase (pPAFAH). recombinant pPAFAH, FP-rhodamine probe fluorescence polarization. inhibition, % at 3.39 µM. 330,000 compounds, 1.5% hits;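 active = inhibition above the mean inhibition across the screen plus 3 SD, cut at about 25% in these data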;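 also: inhibitors block binding of the rhodamine activity-based probe so polarization drops; 0% = enzyme with DMSO and 100% = wells lacking pPAFAH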
# Target sequence (Q13093 whole entry, looked up): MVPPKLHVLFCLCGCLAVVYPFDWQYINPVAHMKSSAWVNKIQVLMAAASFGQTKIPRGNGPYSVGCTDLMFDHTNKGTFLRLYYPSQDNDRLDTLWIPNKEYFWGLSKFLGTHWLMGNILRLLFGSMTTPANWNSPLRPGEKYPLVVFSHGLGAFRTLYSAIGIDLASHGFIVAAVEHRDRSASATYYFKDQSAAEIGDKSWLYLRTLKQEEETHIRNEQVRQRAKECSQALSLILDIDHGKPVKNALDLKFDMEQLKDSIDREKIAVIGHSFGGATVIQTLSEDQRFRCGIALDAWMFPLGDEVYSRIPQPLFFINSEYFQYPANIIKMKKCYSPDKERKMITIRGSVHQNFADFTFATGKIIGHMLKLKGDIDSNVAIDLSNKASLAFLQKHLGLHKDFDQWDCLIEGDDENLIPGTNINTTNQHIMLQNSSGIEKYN
# PAFAH1B2 FP inh – PAFAH1B2 (human) inhibition; inhibition, % at 3.39 µM; P68402; 340,000 compounds, 1.2% hits; recombinant PAFAH1B2, FP-rhodamine activity probe, fluorescence polarization;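 active = inhibition above the mean of all tested compounds plus 3 SD, cut at about 24% in these data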;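 also: 0% = enzyme with DMSO and 100% = wells lacking PAFAH1B2; many of its hits are not listed in these tables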
# PREPL inh – inhibitors of human prolyl oligopeptidase-like enzyme PREPL; 320,000 compounds, 0.68% hits; recombinant PREPL, fluorescence polarization activity-based probe; Q4J6C6; inhibition, % at 5.96 µM; in the data active = inhibition above about 43%;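 also: 0% = enzyme with DMSO and 100% = wells lacking enzyme; many of its hits are not listed in these tables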
# PME-1 primary – PME-1 (human) inhibition; recombinant PME-1, FP-Rh probe fluorescence polarization; inhibition, % at 5.9 µM; 320,000 compounds, 0.53% hits;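 active = inhibition above the campaign mean of all compounds plus 3 SD, cut at about 26% in these data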;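 also: competitive labeling of PME-1 active site by serine hydrolase directed probe; 0% = PME-1 with DMSO and 100% = wells lacking PME-1 enzyme; inhibitors block probe labeling so polarization falls and inhibition rises; many of its hits are not listed in these tables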
# Target sequence (Q9Y570 whole entry, looked up): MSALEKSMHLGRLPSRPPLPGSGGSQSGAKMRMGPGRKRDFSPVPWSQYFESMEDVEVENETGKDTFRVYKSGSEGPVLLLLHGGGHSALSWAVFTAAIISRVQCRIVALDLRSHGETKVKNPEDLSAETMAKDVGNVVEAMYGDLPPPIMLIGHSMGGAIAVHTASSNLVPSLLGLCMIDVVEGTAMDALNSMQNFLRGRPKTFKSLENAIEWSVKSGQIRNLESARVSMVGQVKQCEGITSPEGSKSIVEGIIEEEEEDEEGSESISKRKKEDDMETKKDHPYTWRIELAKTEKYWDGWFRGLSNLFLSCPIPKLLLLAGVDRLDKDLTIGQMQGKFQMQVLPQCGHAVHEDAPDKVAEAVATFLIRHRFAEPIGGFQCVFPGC
# LYPLA1 inh – counter-screen for PME1 inhibitors: inhibitors of human LYPLA1 | inhibition, % at 5.9 µM | 320,000 compounds, 0.16% hits | AID 2174 | recombinant LYPLA1, FP-Rh probe fluorescence polarization;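 active = inhibition above the mean of all tested compounds plus 3 SD, set per campaign, cut at about 14% in these data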;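 also: inhibitors block serine hydrolase probe labeling of LYPLA1 so polarization falls; 0% = enzyme with DMSO and 100% = wells lacking LYPLA1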
# Starred values were filed as active, the others as inactive; / = no result given. Some of the compounds tested. The share of hits here may be higher or lower than overall.
SMILES,PAD4 inh,GSTO1 inh,LYPLA2 counter,PAFAH1B3 FP inh,pPAFAH inh,PAFAH1B2 FP inh,PREPL inh,PME-1 primary,LYPLA1 inh
COC(=O)c1ccc(NC(=O)C2CCN(S(C)(=O)=O)CC2)cc1,-7,4,1,3,1,-2,-6,0,4
Cc1ccccc1NC(=S)/C(=C(\[O-])c1ccc(C)c([N+](=O)[O-])c1)[n+]1ccccc1,-4,4,-1,5,2,6,15,-2,1
CN1CCc2cc(Cl)c(O)cc2[C@@H](c2ccccc2)C1,0,7,1,13,3,2,-79,-1,1
O=C(c1cc([N+](=O)[O-])ccc1N1CCOCC1)N1CCOCC1,-1,4,-4,-1,-3,4,3,2,3
O=C(CNC(=O)C1COc2ccccc2O1)N/N=C/c1ccc(O)cc1O (configuration not stated),-3,1,-5,3,5,-2,-2,2,-4
CC(C)CCNC(=O)c1cc(-c2cccs2)nc2ccccc12,0,-1,-3,9,3,0,-3,1,-1
Cc1c(Cl)cccc1NC(=O)CSc1nnc(CCNC(=O)OC(C)(C)C)o1,0,3,5,-4,2,0,15,-4,1
COc1ccc(C(=O)c2c(-c3cccc(C)c3)oc3ccc(N4CCOCC4)cc23)cn1,-2,-1,-7,2,3,4,1,-5,-5
CC(C)c1ccc(N2C(=O)CC(NNC(=O)c3ccccc3Cl)C2=O)cc1 (configuration not stated),-3,0,-1,11,1,5,-3,5,2
O=C(CCS(=O)(=O)c1ccccc1)Nc1ccc(Cl)cn1,-3,7,3,10,4,2,2,-5,-2
CN(C)S(=O)(=O)c1ccc(NC(=O)/C=C/c2ccccc2Cl)cc1,-1,-31,-55,-11,-10,-11,8,-21,-31
O=C(N/N=C/c1ccc2ncccc2c1)c1cc(-c2cccs2)nc2ccccc12,-3,-17,-62,-36,-28,-19,-13,-76,-35
CC(C)CNC(=O)c1c2c(nc3ccccc13)-c1ccccc1CC2,3,4,0,-3,0,10,6,-4,-2
Cc1ccc(C(=O)Nc2nc3ccc(S(C)(=O)=O)cc3s2)cc1C,-2,-10,-5,-2,-1,3,5,-3,0
Cc1ccc(S(=O)(=O)N2CCCCC2)cc1NC(=O)COc1ccccc1,4,/,/,-3,-6,-1,12,/,/
COc1ccc(-n2c(=S)[nH]c3cc(C(=O)NCc4ccco4)ccc3c2=O)c(OC)c1,-3,5,1,-3,-8,2,-11,-9,2
C[C@@H](C(=O)Nc1ccc2ccccc2c1)[C@@H]1C[C@@]1(C)[C@@H](N)c1ccccc1,0,6,4,0,-3,-5,2,2,0
CN(CC(=O)Nc1ccc(N2CCOCC2)cc1)CC(=O)Nc1cccc(C#N)c1,2,2,2,-5,7,-3,33,1,-5
COC(=O)COc1ccc(/C=C2\SC(=O)N(CC(=O)Nc3ccccc3F)C2=O)cc1,-2,8,11,-11,6,0,0,-2,0
O=C(NCc1ccco1)c1cccc2c1C(=O)c1ccc(/C=C/c3ccccc3)cc1S2(=O)=O,-1,/,/,1,39*,3,12,/,/
CCCc1cc(C(=O)N2CCCC(C(=O)c3cccc4ccccc34)C2)n(C)n1 (configuration not stated),0,9,5,-2,2,8,10,0,3
CCOC(=O)c1ccc(S(=O)(=O)N2CCN(C/C=C/c3ccccc3)CC2)cc1,-1,/,/,6,-2,5,-12,/,/
CCn1c(COc2ccccc2)nnc1SCC(=O)NC1CC1,0,2,0,11,4,3,0,2,0
CS(=O)(=O)c1ccc2nc(NC(=O)C3CC(=O)N(c4ccc(F)cc4)C3)sc2c1 (configuration not stated),0,-5,7,17,4,2,7,-4,2
CCOc1ccc(Cl)cc1C1=CC(=O)C[C@H](c2ccc(OC)cc2)C1,-1,/,-6,13,7,-6,0,-2,-6
# Later entries.
SMILES,PAD4 inh,GSTO1 inh,LYPLA2 counter,PAFAH1B3 FP inh,pPAFAH inh,PAFAH1B2 FP inh,PREPL inh,PME-1 primary,LYPLA1 inh
O=C(NCc1cccnc1)c1cccc(S(=O)(=O)NCc2ccccc2)c1,-1,1,11,4,2,6,-9,1,3
COc1ccc(NC(=O)C2CCN(C(=O)NC3CCCCC3)CC2)c(OC)c1,3,5,7,3,6,2,7,-1,1
CC(=O)Nc1ccc(NC(=O)C(C)OC(=O)c2ccc3ccccc3n2)cc1 (configuration not stated),-1,/,2,6,6,2,3,-3,0
O=C(CCCNC(=O)/C(=C\c1ccc(F)cc1)NC(=O)c1ccccc1)OCc1ccccc1,3,2,5,1,6,6,-3,4,2
COc1ccc(C(C(=O)NC2CCCC2)N(C(=O)c2ccco2)c2ccc(OC)c(OC)c2)cc1 (configuration not stated),-2,-8,6,9,2,4,14,-2,5
Cc1cnn(C(=S)NCCc2ccccc2)c1,-5,-1,4,9,7,3,1,3,1
COc1ccc(-c2nc(CSCC(=O)NCCCN3CCCC3=O)c(C)o2)cc1,-1,4,5,2,6,1,-1,-5,-1
c1ccc(-c2nnc(SCc3nc4ccccc4[nH]3)n2Cc2ccco2)cc1,-5,3,0,0,3,-2,2,2,-4
CC(=O)N1c2ccc(S(=O)(=O)N3CCC(C(=O)Nc4ccc(C)cn4)CC3)cc2CC1C (configuration not stated),-4,0,6,3,8,2,0,0,2
O=C(CSc1nnc(-c2ccc(F)cc2)n1CC1CCCO1)NCc1ccco1 (configuration not stated),4,-2,-1,5,-4,-4,11,-3,1
CCN(CC)C(=O)Cn1cc(S(=O)(=O)CC(=O)NCc2ccc(C)cc2)c2ccccc21,-6,4,6,0,8,18,5,1,-2
Cc1cc(NC(=O)C2CC(c3ccccc3Cl)=NO2)no1 (configuration not stated),-2,-5,-7,4,3,1,-3,-2,-3
COC(=O)c1ccc2c(=O)n(CCCCCC(=O)NCc3ccccc3)c(=O)[nH]c2c1,-4,0,-10,-6,0,0,-14,-12,-4
CCOC(=O)c1sc(N2C(=O)C(O)=C(C(=O)c3ccc(C)o3)C2c2ccc(OC)c(OC)c2)nc1C (configuration not stated),-10,-13,-9,3,6,1,16,-40,-3
Cc1ccc(-c2cc(C(=O)Nc3ccc(S(=O)(=O)Nc4ncccn4)cc3)[nH]n2)c(O)c1C,-9,-92,-49,-13,-24,-16,-1,-38,-36
Cc1ccc(C)c(SCC(=O)Nc2ccc(S(=O)(=O)Nc3ncccn3)cc2)c1,1,-1,4,-5,2,5,3,-7,-2
CNC(=S)N1N=C(c2ccc(C)cc2)CC1c1ccc(OC)cc1 (configuration not stated),4,7,-8,6,-1,5,17,9,-4
CC(=O)Nc1cccc(C(=O)/C=C/c2ccc(Br)cc2)c1,-2,-12,-32,0,-3,-5,-14,-20,-19
O=C(NC1CCCN(Cc2ccccc2F)C1)C1CCC1 (configuration not stated),-5,2,6,5,5,4,1,1,1
Cc1cc(Br)ccc1NC(=O)C1CCCO1 (configuration not stated),-4,1,5,10,1,-1,-3,-5,0
Cc1nc(Nc2ccc(Cl)c(Cl)c2)sc1C(=O)Nc1ccccc1,-1,-31,-38,9,2,8,30,3,-32
CCOc1cc(C(N)=O)cc(Br)c1OCC,4,8,-12,7,-1,5,12,1,-5
C=CCN(CC=C)C(=O)CN1C(=O)c2ccccc2C1=O,-1,-1,7,4,7,3,-4,-7,-1
COCCN(C(=O)c1snc(C(N)=O)c1N)C(C(=O)NC1CCCC1)c1cc(OC)c(OC)c(OC)c1 (configuration not stated),0,3,6,2,2,-2,9,1,4
CC1=NN(C(=O)c2ccc(Cl)cc2)C(O)(c2ccccc2)C1 (configuration not stated),-3,-1,-4,5,4,-9,0,2,2

# Fetched by compound from above:
SMILES,PAD4 inh,GSTO1 inh,LYPLA2 counter,PAFAH1B3 FP inh,pPAFAH inh,PAFAH1B2 FP inh,PREPL inh,PME-1 primary,LYPLA1 inh
O=C(NC1CCCN(Cc2ccccc2F)C1)C1CCC1 (configuration not stated),-5,2,6,5,5,4,1,1,1
COC(=O)c1ccc2c(=O)n(CCCCCC(=O)NCc3ccccc3)c(=O)[nH]c2c1,-4,0,-10,-6,0,0,-14,-12,-4

# An excerpt from above, limited to PME-1 primary.
mol	PME-1 primary
C=CCN(CC=C)C(=O)CN1C(=O)c2ccccc2C1=O	-7
Cc1ccc(-c2cc(C(=O)Nc3ccc(S(=O)(=O)Nc4ncccn4)cc3)[nH]n2)c(O)c1C	-38
COc1ccc(NC(=O)C2CCN(C(=O)NC3CCCCC3)CC2)c(OC)c1	-1

# Part of the list above, as tab-separated lines:
SMILES	PAD4 inh	GSTO1 inh	LYPLA2 counter	PAFAH1B3 FP inh	pPAFAH inh	PAFAH1B2 FP inh	PREPL inh	PME-1 primary	LYPLA1 inh
Cc1ccc(C)c(SCC(=O)Nc2ccc(S(=O)(=O)Nc3ncccn3)cc2)c1	1	-1	4	-5	2	5	3	-7	-2
O=C(CSc1nnc(-c2ccc(F)cc2)n1CC1CCCO1)NCc1ccco1 (configuration not stated)	4	-2	-1	5	-4	-4	11	-3	1
CCOc1cc(C(N)=O)cc(Br)c1OCC	4	8	-12	7	-1	5	12	1	-5
C=CCN(CC=C)C(=O)CN1C(=O)c2ccccc2C1=O	-1	-1	7	4	7	3	-4	-7	-1
CC(=O)Nc1cccc(C(=O)/C=C/c2ccc(Br)cc2)c1	-2	-12	-32	0	-3	-5	-14	-20	-19

# Continuation:
SMILES,PAD4 inh,GSTO1 inh,LYPLA2 counter,PAFAH1B3 FP inh,pPAFAH inh,PAFAH1B2 FP inh,PREPL inh,PME-1 primary,LYPLA1 inh
COc1ccc(OC)c(NC(=S)NCc2cccs2)c1,8,-3,0,3,2,3,0,0,-2
Cc1ccccc1C(=O)N1CCN(c2ccc(NC(=O)c3cccnc3)cc2)CC1,-2,9,3,3,0,1,19,3,2
COC(=O)c1ccc(NC(=S)N2CCN(Cc3ccccc3OC)CC2)cc1,-4,-2,4,5,-1,5,2,-2,-2
CCCCN(CC)C(=O)c1n[nH]c(=O)c2ccccc12,2,8,5,3,-2,-10,0,-3,1
COc1ccccc1C(=O)NNC(=O)C(=O)Nc1cccc(Cl)c1C,-6,3,-7,-1,2,7,15,6,-5
COc1ccc(/C=C(/NC(=O)c2ccccc2)c2nc3ccc(Cl)cc3[nH]2)cc1OC,5,-7,-11,2,18,2,21,-2,-12
CCOC(=O)C1CCCN(C2=NC(=O)/C(=C/c3ccc(N(C)C)cc3)S2)C1 (configuration not stated),-12,-30,-11,4,10,-4,26,-13,-3
COc1ccccc1NC(=O)CSc1nnnn1-c1ccc(F)cc1,-2,5,3,11,-4,6,11,-3,-4
NCCCC[C@@H]1NC(=O)c2cc([N+](=O)[O-])cc(I)c2SC[C@@H](C(N)=O)NC(=O)[C@H](Cc2ccc(O)cc2)NC1=O,-4,1,-22,-4,1,-9,54*,-12,-2
CC(C)C[C@H]1CN=C(N(C)C)N1CC(C)C,0,/,/,-7,-3,1,7,/,/
C=C[C@@H](C)N(Cc1ccc(OC)cc1)S(=O)(=O)N(Cc1ccccc1)[C@H](C=C)C(C)C,0,/,-4,7,1,5,12,-8,-5
COC(=O)c1sc2ncccc2c1OCc1ccccc1Cl,-2,6,-3,7,8,2,-15,-5,-1

# Screens from PubChem.
